Assay outcomes: PubChem, National Center for Advancing Translational Sciences (NCATS)
DRD3 agonist: qHTS of D3 Dopamine Receptor Agonist: qHTS; D(3) dopamine receptor (Homo sapiens), P35462; D3R DiscoveRx beta-arrestin cells, luminescence, 90 min; max activation, %; 0.58% of 410,000 active; AID 652048, 2013; in the data active = max activation above about 30%; note: 0% is about no effect; mostly tested at two doses, the higher about 12 µM
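Agonist mode: compounds and dopamine controls were applied to plated cells for 90 min at 37 degrees C after an overnight attachment at 1500 cells/well. Luminescent read-out followed 30 - 60 minutes at room temperature with DiscoveRx detection reagent.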
EPAC2 antagonist: qHTS for Antagonist of cAMP-regulated guanine nucleotide exchange factor 2 (EPAC2): primary screen | EPAC2 GEF exchange of Rap1B-BODIPY-GDP, fluorescence | 0.18% of 360,000 active | AID 720708, 2013 | Rap guanine nucleotide exchange factor 4 (Homo sapiens), Q8WZA2 | Potency, µM (series often up to 114 µM), for the others: at the top dose activity, negative = inhibition, actives largely listed as inhibitors; note: potency is the fitted concentration of half-maximal effect; % is set by controls: 0 for no effect and ±100 for the full control effect; nearly all actives have a fitted effect of over 45% in size; many of its hits are not listed in these tables
Target sequence (Q8WZA2 whole entry, looked up): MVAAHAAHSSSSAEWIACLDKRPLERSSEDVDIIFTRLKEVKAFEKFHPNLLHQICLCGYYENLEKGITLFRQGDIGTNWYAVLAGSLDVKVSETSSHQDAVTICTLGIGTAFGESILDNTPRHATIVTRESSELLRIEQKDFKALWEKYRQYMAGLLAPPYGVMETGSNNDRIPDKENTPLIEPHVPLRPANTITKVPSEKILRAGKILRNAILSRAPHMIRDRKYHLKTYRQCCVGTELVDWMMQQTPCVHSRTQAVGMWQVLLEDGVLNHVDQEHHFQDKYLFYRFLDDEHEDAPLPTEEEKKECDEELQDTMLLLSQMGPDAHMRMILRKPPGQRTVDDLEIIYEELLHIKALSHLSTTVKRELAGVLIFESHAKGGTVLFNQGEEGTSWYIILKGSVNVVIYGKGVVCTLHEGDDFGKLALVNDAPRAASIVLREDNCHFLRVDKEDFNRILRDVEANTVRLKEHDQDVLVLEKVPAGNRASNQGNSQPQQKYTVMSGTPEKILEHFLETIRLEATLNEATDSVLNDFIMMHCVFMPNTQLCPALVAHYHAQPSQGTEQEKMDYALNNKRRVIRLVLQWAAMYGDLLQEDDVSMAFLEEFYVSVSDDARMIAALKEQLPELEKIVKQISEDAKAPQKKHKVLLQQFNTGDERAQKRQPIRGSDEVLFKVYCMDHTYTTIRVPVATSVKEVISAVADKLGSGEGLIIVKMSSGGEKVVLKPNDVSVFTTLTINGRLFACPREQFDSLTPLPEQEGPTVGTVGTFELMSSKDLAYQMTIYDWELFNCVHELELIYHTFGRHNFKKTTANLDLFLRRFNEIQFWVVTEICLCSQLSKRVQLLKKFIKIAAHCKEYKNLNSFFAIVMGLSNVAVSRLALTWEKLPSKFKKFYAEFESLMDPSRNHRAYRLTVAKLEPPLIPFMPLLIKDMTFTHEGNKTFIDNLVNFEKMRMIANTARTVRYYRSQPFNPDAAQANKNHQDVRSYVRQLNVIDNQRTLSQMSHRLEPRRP
MmCpn inh: Inhibitors of TCP-1 ring complex (TRiC) of Methanococcus maripaludis (MmCpn): qHTS | 0.031% of 330,000 active | Potency, µM (top dose mostly 76.9 µM), without a hit: at the highest dose activity, negative = inhibition, usual class: inhibitors | purified Mm-Cpn ATPase, ADP Transcreener TR-FRET; note: potency is the fitted concentration of half-maximal effect; % is set by controls: 0 for no effect and ±100 for the full control effect; nearly all actives have a fitted effect of over 80% in size
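Eu-cryptate anti-ADP/ADP-d2 competition gives a ratio inversely related to ADP. Enzyme at 25 nM was pre-exposed to compound for 10 min, then given 10 uM ATP for 30 min, 37°C throughout.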
EPAC2 agonist: qHTS for Agonist of cAMP-regulated guanine nucleotide exchange factor 4 (EPAC2): primary screen. AID 720711, 2013. EPAC2 activation, biochemical qHTS; response scale: 100% = 6.5 mM cAMP response. Rap guanine nucleotide exchange factor 4 (Homo sapiens), Q8WZA2. Potency, µM (titrated, usually from 154 µM), without a hit: at the top dose activation, usual class: activators. 0.079% of 360,000 active; note: potency is the fitted concentration of half-maximal effect; nearly all actives have a fitted effect of over 50% in size
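Fluorescence exchange assay: 100 nM EPAC2 with 250 nM RAP1B-BODIPY-GDP and 50 uM GDP; compounds tested as a concentration-titration series (qHTS). Loss of Rap1-bound BODIPY-GDP fluorescence read at 480/540 nm; data normalized to 6.5 mM cAMP.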
D3 antag: qHTS of D3 Dopamine Receptor Antagonist: qHTS; AID 652054, 2013; D(3) dopamine receptor (Homo sapiens), P35462; D3R cells, DiscoveRx beta-arrestin luminescence, antagonist mode; stronger effect = lower value; 2.5% of 360,000 active; max response, negative = inhibition, %; in the data active = max response below about -50%; inconclusive = no clear call, values can overlap the other calls; note: % is set by controls: 0 for no effect and ±100 for the full control effect; mostly tested at two doses, the higher about 12 µM
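Cells expressing the human receptor were seeded at 1500 cells/well, incubated overnight at 37 degrees C in 5% CO2, then exposed to library compounds with dopamine controls for 90 minutes at 37 degrees C before luminescent detection.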
PTHR1 ag: qHTS for PTHR1 Agonists: Primary Screen; HEK293 GP2 PTHR1 cells, GloSensor cAMP luminescence, 1 h; Potency, µM (titrated, usually from 115 µM), for the others: at the highest dose activation, actives largely listed as activators; 0.075% of 410,000 active; AID 743266, 2014; note: potency is the fitted concentration of half-maximal effect; nearly all actives have a fitted effect of over 55% in size; some results filed as inactive show a strong effect at the top dose; inactives centre near -15; many of its hits are not listed in these tables
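HEK-293-derived GP2 cells expressing PTHR1 and a GloSensor cAMP reporter, 3,000/well, plated overnight, given luciferin plus IBMX (each 0.5 mM as added) for 1 h at 37 °C, then compound for 1 h at 37 °C. Luminescence was read after 15 min at room temperature.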
Akt phos inh: HTS Assay for Inhibitors of Akt Phophorylation: Primary Screen | AID 651550, 2012 | Neuro2A IGF-stimulated pAkt S473 HTRF, 20 min; stronger effect = lower value | 0.32% of 360,000 active | activity change, % for hits at 50 µM; in the data active = activity change below about -80%; inconclusive = mostly about -51% to -80%; note: % is set by controls: 0 for no effect and ±100 for the full control effect
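Neuro2A cells (4,500/well, DMEM with 0.5% FBS) were treated with compound at a single 50 µM final concentration, stimulated with 6 nM IGF for 20 min at 37 °C, and lysed. Phospho-Akt Ser473 was read by HTRF as 665/615 ratio ×10^4.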
CCT modulator: High-Throughput Screening for Modulators of Cytosolic Chaperonin Activity; AID 651819, 2012; 0.3% of 360,000 active; purified chaperonin ATPase assay, HTRF ADP detection, 30 min; activity change, % (concentration not given with the values), hits read low; in the data active = activity change below about -30%; note: % is set by controls: 0 for no effect and ±100 for the full control effect
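We incubate TRiC, 40 or 20 nM final, with library compounds at 76 uM and 10 uM ATP for 30 min at 37 °C. ADP formed is detected with Transcreener HTRF reagents after 30 min at room temperature.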
Active calls of the source: *; i = inactive; ? = inconclusive; . = not tested or not shown; & = joins results of further samples; [ ] = remark or other dose. Unless noted, calls come from the whole dose curve; as a rule, active = well fitted curve in the direction sought with a large enough effect; inconclusive = small, poorly fitted or top-dose-only effect, or another doubt; inactive = no such curve, though single readings can be large; an effect the other way counts as inactive or inconclusive. This is a subset; count on the stated rates, not on these rows.

The opening 4 entries, ahead of the listing:
#	Structure	DRD3 agonist	EPAC2 antagonist	MmCpn inh	EPAC2 agonist	D3 antag	PTHR1 ag	Akt phos inh	CCT modulator
1	CCOc1ccc(NC(=O)CSc2nc3[nH]ncc3c(=O)[nH]2)cc1	-5	-12%	1%	-7%	-22	i	i	-4.1
2	CCOn1c(=O)c(-c2cc(OC)ccc2OC)[n+]([O-])c2ccccc21	-4	4%	1%	6%	5	-22%	i	-0.3
3	CCn1c(SCC(=O)Nc2ccc3c(c2)OCO3)nnc1-c1cnccn1	-4	-3%[57.1 µM]	?	11%	-19	i	i	0.7
4	COc1ccc(-n2nc(C(=O)NCC(=O)NCC3CCCO3)c3ccccc3c2=O)c(OC)c1 (centres undefined)	-5	1%	1%	3%	-28	i	i	-2.1

The list itself, from the first entry:
#	Structure	DRD3 agonist	EPAC2 antagonist	MmCpn inh	EPAC2 agonist	D3 antag	PTHR1 ag	Akt phos inh	CCT modulator
1	CCOc1ccc(NC(=O)CSc2nc3[nH]ncc3c(=O)[nH]2)cc1	-5	-12%	1%	-7%	-22	i	i	-4.1
2	CCOn1c(=O)c(-c2cc(OC)ccc2OC)[n+]([O-])c2ccccc21	-4	4%	1%	6%	5	-22%	i	-0.3
3	CCn1c(SCC(=O)Nc2ccc3c(c2)OCO3)nnc1-c1cnccn1	-4	-3%[57.1 µM]	?	11%	-19	i	i	0.7
4	COc1ccc(-n2nc(C(=O)NCC(=O)NCC3CCCO3)c3ccccc3c2=O)c(OC)c1 (centres undefined)	-5	1%	1%	3%	-28	i	i	-2.1
5	COc1ccc(CCNC(=O)COC(=O)c2cnc(Cl)c(Cl)c2)cc1	-15	14%	0%	1%	1	i	i	-4.2
6	N#Cc1ccccc1S(=O)(=O)N1CCC(C(=O)Nc2cccc(C(=O)NC3CC3)c2)CC1	6	-3%	-2%	-1%	8	-18%	i	2.5
7	COC(=O)c1c(NC(=O)COC(=O)CNC(=O)C2CCCCC2)sc(C)c1C	4	15%	-2%	-12%	15	i	i	0.0
8	COc1ccc(C(=O)Cc2ccc(OC)c(OC)c2)cc1	4	-1%	-5%	9%	-7	-10%[57.5 µM]	i	-1.6
9	CC(C)(C)Nc1nc(SCC(=O)Nc2ccccc2Cl)nc(N2CCOCC2)n1	-4	-23%	1%	4%	-3	i	i	0.8
10	CCCCN(C(=O)CNC(=O)c1ccco1)C(C(=O)NC1CCCC1)c1ccc(OC)cc1 (centres undefined)	-5	2%	-6%	9%	?	-4%[57.5 µM]	i	-0.8
11	CCOC(=O)C(=O)N1CCN(c2ccccc2OC)CC1	-3	17%	1%	9%	-2	-18%	i	-1.1
12	O=C(N/N=C/c1cccc([N+](=O)[O-])c1)c1ccc2c(c1)OCCO2	-8	0%	2%	-11%	-17	-21%	i	-0.4
13	Cc1[nH][nH]c(=O)c1C(c1ccc(O)c([N+](=O)[O-])c1)c1c(C)[nH][nH]c1=O	-4	-1%	-3%	4%	-5	i	i	-2.5
14	O=C(N/N=C/c1ccc(F)cc1)c1cc(-c2ccco2)nc2ccccc12	-2	10%	2%	-11%	-23	-28%[57.5 µM]	i	-0.5
15	OC1C[N+]2(CCCCC2)C1	-5	2%	0%	7%	-22	i	.	-1.8

An excerpt from above in order of length of the SMILES, low to high.
#	Structure	DRD3 agonist	EPAC2 antagonist	MmCpn inh	EPAC2 agonist	D3 antag	PTHR1 ag	Akt phos inh	CCT modulator
5	COc1ccc(CCNC(=O)COC(=O)c2cnc(Cl)c(Cl)c2)cc1	-15	14%	0%	1%	1	i	i	-4.2
12	O=C(N/N=C/c1cccc([N+](=O)[O-])c1)c1ccc2c(c1)OCCO2	-8	0%	2%	-11%	-17	-21%	i	-0.4
13	Cc1[nH][nH]c(=O)c1C(c1ccc(O)c([N+](=O)[O-])c1)c1c(C)[nH][nH]c1=O	-4	-1%	-3%	4%	-5	i	i	-2.5

The list continues:
#	Structure	DRD3 agonist	EPAC2 antagonist	MmCpn inh	EPAC2 agonist	D3 antag	PTHR1 ag	Akt phos inh	CCT modulator
16	CCN1CCN(C(=S)c2ccc(OC)cc2)CC1	-14	-4%	-2%	4%	-22	i	i	-1.5
17	CCN(c1ccccc1)S(=O)(=O)c1ccc(C(=O)NCCCn2ccnc2)cc1	-13	2%	1%	1%	-19	i	i	-2.9
18	Cc1cc(-c2cccnc2)c(C#N)c(SCC#N)n1	1	4%	-3%	-1%	14	i	i	-2.0
19	N#CC(C#N)=c1ccc2c(c1)NC1(CCCCC1)N=2	-22	-9%	?	-4%	-78*	-88%[inhibitor]	i	-1.3
20	O=C(COc1ccccc1)NS(=O)(=O)c1ccc(Cl)cc1	3	1%	-7%	1%	1	-34%[inhibitor]	i	0.6
21	O=C(CN1CCN(S(=O)(=O)c2ccccc2Cl)CC1)NCC1(N2CCOCC2)CCCCC1	-8	3%	-5%	5%	-18	-10%	i	-2.5
22	Cc1nc2ccc(NC(=O)c3ccc(C)c(S(=O)(=O)N4CCOCC4)c3)cc2s1	7	-5%	1%	6%	6	-47%[inhibitor]	i	3.8
23	Cc1nc(Oc2ccc(Cl)cc2)c2oc3ccccc3c2n1	3	8%[57.1 µM]	-7%	-1%	42	-17%[57.5 µM]	i	-2.7
24	CC(=O)Nc1ccc(NC(=O)/C=C/c2cccc(C(F)(F)F)c2)cc1	6	1%	-1%	1%	3	i	i	1.3
25	CCS(=O)(=O)N1CCC(C(=O)Oc2ccccc2)CC1	2	2%	1%	13%	18	-25%	i	-1.2
26	CC(C)[C@H](NC(N)=O)C(=O)NCCc1ccc(Cl)cc1Cl	-13	1%	0%	11%	-22	1%	i	-0.8
27	CCN1C(=O)c2cccc3c(S(=O)(=O)N4CCCC4C(=O)O)ccc1c23 (centres undefined)	8	1%	-4%	-4%	26	i	i	-1.6
28	COc1ccccc1-n1c(SCC(N)=O)nnc1-c1ccccc1	3	-3%	7%	-9%	0	i	i	0.7
29	CN(C)S(=O)(=O)c1ccc(NCC2COc3ccccc3O2)c([N+](=O)[O-])c1 (centres undefined)	-8	5%	1%	9%	?	-7%	i	-2.5
30	CCN1CCN(c2cc(C)c3cc(NC(=O)c4cc(OC)cc(OC)c4)ccc3n2)CC1	-16&-19	3%	1%	3%	?	9%&-24%	i	1.0
31	Cn1nnnc1SCc1c(F)cccc1F	-9	9%	1%	-9%	15	i	i	0.2
32	COc1ccccc1/C=C/C(=O)OCC(=O)NNC(=O)c1ccccc1	-3	-2%	1%	8%	11	-15%	i	-2.3
33	Cn1c(-c2ccccc2)cc2ccccc21	4	-24%	-3%	-1%	18	i	i	1.6
34	O=C(NCc1ccco1)C(=O)NCC1OCCN1S(=O)(=O)c1ccccc1 (centres undefined)	2	0%	1%	6%	9	i	i	1.3
35	COc1ccc(C(=O)NCCC2=CCCCC2)cc1OC	-11	-2%	4%	7%	-9	-3%	i	-2.2
36	O=C(c1ccc2c(c1)N(Cc1ccccc1)C(=O)CS2)N1CCOCC1	1	-2%	0%	10%	-17	-4%[57.5 µM]	.	-2.7
37	CC1(C)N([O-])C(c2cccs2)=C[N+]1=O	1	-3%[57.1 µM]	-2%	4%	-15	17%[57.5 µM]	-124%*	1.0
38	CCN1CCn2c3c(c4cccc(C)c42)CCCC31 (centres undefined)	-1	-2%	0%	3%	22	-38%[inhibitor]	i	-0.8
39	COC(=O)[C@H](CC(C)C)NC(=O)NC1CCCc2ccccc21 (some centres undefined)	3	32%[activator][57.1 µM]	1%	5%	?	i	i	0.7
40	C/C(CCc1ccc2c(c1)OCO2)=N\NC(=O)c1ccccc1Br	-3	-14%	3%	7%	1	i	i	-6.0
41	O=C(NC12CC3CC(CC(C3)C1)C2)C1CC(=O)N(c2ccc(Br)cc2)C1 (centres undefined)	1	4%	2%	0%[15.6 µM]	?	i	.	-0.2
42	Clc1ccccc1-c1cc2nc(NCCCn3ccnc3)ccn2n1	3	-6%	.	2%	11	-14%	i	-0.2
43	Cc1ccc(N=C(NOC(=O)c2ccccc2)c2nonc2N)c(C)c1	4	-28%[57.1 µM]	-2%	1%	-18	-13%[57.5 µM]	i	2.2
44	Cc1[nH]c2ccc(C(=O)N3CCN(c4ccc(F)cc4)CC3)cc2c1C	3	-14%	2%	9%	-5	i	i	-0.2
45	O=[N+]([O-])c1cc(/C=N/N2CCN(Cc3ccccc3)CC2)ccc1Cl	-10	-12%	3%	6%	16	-10%	i	3.3
46	Cc1ccsc1/C=C(\C#N)C(=O)NCc1cccnc1	-3	3%	1%	0%	5	i	i	-0.7
47	COc1cc(/C=C/C(=O)N2CCN(C(=O)/C=C/c3cc(OC)c(OC)c(OC)c3)CC2)cc(OC)c1OC	3	6%	0%	3%	18	-11%	i	1.1
48	COc1cccc(NC(=O)CN2C(=O)C3(OCCCO3)c3ccccc32)c1	-11	-2%	0%	9%	8	i	i	-0.6
